Source: PubChem
DT40 TDP1 CPT = growth inhibition of DT40 Tdp1-/-;hTDP1 cells with camptothecin (screen for TDP1 inhibitors) | chicken DT40 Tdp1-/-;hTDP1 cells + 20 nM CPT, ATP luminescence, 48 h | Potency, µM (doses to about 46.2 µM), for inactives: at the top dose activity change, negative = growth inhibition, most hits filed as inhibitors | hit rate 12% among 420,000 | AID 686979; also: nearly all actives have a fitted effect of over 55% in size
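Chicken DT40 Tdp1-/- cells complemented with human TDP1, 400 cells/well, exposed to compounds plus 20 nM camptothecin for at least 48 h at 37 C; viability read as ATP content by CellTiter-Glo luminescence.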
TDP1 block = blocks human tyrosyl-DNA phosphodiesterase 1 | Q9NUW8 | recombinant TDP1, AlphaScreen DNA substrate cleavage | Potency, µM (top dose mostly 130 µM), for the others: at the highest dose activity change, negative = inhibition, actives largely listed as inhibitors | hit rate 0.28% among 350,000; also: nearly all actives have a fitted effect of over 40% in size
Target sequence (Q9NUW8 whole entry, looked up): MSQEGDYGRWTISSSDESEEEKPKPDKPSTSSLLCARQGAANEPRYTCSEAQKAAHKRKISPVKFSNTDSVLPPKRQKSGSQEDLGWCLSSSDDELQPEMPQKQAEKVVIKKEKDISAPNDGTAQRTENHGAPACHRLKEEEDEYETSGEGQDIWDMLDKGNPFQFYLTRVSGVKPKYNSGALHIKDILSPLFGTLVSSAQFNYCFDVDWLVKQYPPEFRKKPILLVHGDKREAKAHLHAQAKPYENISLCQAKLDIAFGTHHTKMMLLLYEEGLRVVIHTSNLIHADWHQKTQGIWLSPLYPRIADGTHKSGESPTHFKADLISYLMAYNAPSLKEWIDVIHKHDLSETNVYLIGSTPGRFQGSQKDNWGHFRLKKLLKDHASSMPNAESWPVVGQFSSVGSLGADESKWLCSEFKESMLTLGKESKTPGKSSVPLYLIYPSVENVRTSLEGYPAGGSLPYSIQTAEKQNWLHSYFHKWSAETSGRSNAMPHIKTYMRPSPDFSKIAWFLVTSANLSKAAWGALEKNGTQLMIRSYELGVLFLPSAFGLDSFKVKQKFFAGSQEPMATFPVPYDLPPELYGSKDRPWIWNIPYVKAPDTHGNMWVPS
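Tdp1 1 nM final; 15 min RT w/ cpd; substrate 15 nM, 5 min; beads 10 ug/ml, 10 min; AlphaScreen read. Neg ctrl: no enzyme.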
DT40 TDP1 no CPT = qHTS for Inhibitors of human tyrosyl-DNA phosphodiesterase 1 (TDP1): qHTS in cells in absence of CPT. AID 686978, 2013. Potency, µM (doses to about 46.2 µM), without a hit: at the top dose activity change, negative = growth inhibition, most hits filed as inhibitors. DT40 Tdp1-/- hTDP1 cells, no CPT, ATP luminescence, 48 h. hit rate 15% among 420,000; also: nearly all actives have a fitted effect of over 55% in size
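No-CPT arm: Tdp1-/-;hTDP1 DT40 cells (400/well) plus compounds, incubated ≥48 hr at 37 °C. Readout CellTiter-Glo luminescence.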
Starred values were filed as active, the others as inactive; ? = inconclusive; . = no result given; & = joins results of further samples; [ ] = dose if it differs, or a comment. Calls follow the shape of the dose curve; as a rule, active = well fitted curve in the direction sought with a large enough effect; inconclusive = small, poorly fitted or top-dose-only effect, or another doubt; inactive = no such curve, though single readings can be large; an effect the other way counts as inactive or inconclusive. % is scaled to controls: 0 for no effect and ±100 for the full control effect; potency is read from the fitted curve at half-maximal effect. Rows were taken by chance; any-hit rate near 18%.

SMILES	DT40 TDP1 CPT	TDP1 block	DT40 TDP1 no CPT
O=C(OCc1cn([C@@H]2CN(C(=O)c3cccs3)[C@@H](c3ccccc3)C[C@H]2O)nn1)c1ccccc1	?	.	?
CC(=O)Nc1ccc(N(C(=O)c2ccco2)C(C(=O)NC2CCCCC2)c2ccccc2)cc1 (centres undefined)	-13.9%	.	?
CC1CCN(c2ccc(-c3cccc(NC(=O)c4ccco4)c3)nn2)CC1	?	.	?
CCc1nc2ccccc2c(C(=O)OCC(=O)N(C)Cc2ccccc2)c1C	?	-3.5%	?
Cc1cc(C2=NNC(=NCCc3ccccc3)SC2)c(C)n1CC1CCCO1 (centres undefined)	16.4µM*	4.6%	?
O=C(Cn1cnc2ccccc2c1=O)NNC(=O)c1cccc([N+](=O)[O-])c1	14.1%	-0.3%	-4.3%
COc1ncc2nc(CCc3ccccc3)c(=O)n(C3CC3)c2n1	2.9%	.	?
C#CCNC(=O)C1=C[C@@H](c2ccc3c(c2)OCO3)C[C@@H](OCCCCO)O1	-12.2%	.	-19.3%
CC1=NN(C(C#N)c2ccccc2C)C(c2ccccc2)C1 (centres undefined)	-9.1%	.	15.8%
COc1ccc(CNC(=S)Nc2cccc(F)c2)cc1	8.9%	.	4.9%
O=C1NC2(Nc3ccccc31)C(=O)Nc1ccc(Br)cc12 (centres undefined)	-2.1%	1.2%	-18.2%
COc1ccc(OCC(=O)NNC(=O)c2cccs2)cc1	15.1%	1.0%	-11.5%
Cc1ccc(N2C(N)=NC(N)=NC23CCCC3)c(C)c1	-15.0%	0.0%	?
O=C(Nc1ccnn1C1CCN(Cc2ccc(CO)o2)CC1)c1ccccc1Cl	7.5%	3.0%	5.3%
CC(=O)c1ccccc1OCC(O)CN1CCN(c2ccccn2)CC1 (centres undefined)	-105.5%	3.6%	-97.4%
CC(=O)Oc1cc(C(=O)OCC(=O)NC23CC4CC(CC(C4)C2)C3)cc(OC(C)=O)c1OC(C)=O	5.8µM*	.	?
COc1cc(NS(=O)(=O)c2ccc(F)cc2)c(C(=O)O)cc1OC	-17.1%	0.0%	-1.7%
COc1ccc(-c2oc(=O)c3cc(OC)c(OC)cc3c2C#C[C@]2(O)CC[C@H]3[C@@H]4CCc5cc(OC)ccc5[C@H]4CC[C@@]32C)cc1	?	-0.1%	16.4µM*
Cc1ccc(C(=O)OCC(=O)c2ccccc2)cc1	-6.2%	-8.5%	1.6%
O=C(NN1C(=O)C2C3C=CC(O3)C2C1=O)c1cccc(Br)c1 (centres undefined)	-1.0%	-10.3%	-1.0%
COc1ccccc1NC(=O)C(C)NC(c1ccccc1)c1ccccc1 (centres undefined)	?	0.7%	?
Cc1cccc(NC(=O)CCC2CCN(Cc3nccs3)CC2)c1	-27.5%	1.4%	-21.6%
CC(C)(C)C(=O)Nc1ccnn1C1CCN(C(=O)c2ccc(Cl)cc2F)CC1	?	-0.3%	?
COc1ccccc1CNC(=O)C(=O)NCC1OCCCN1S(=O)(=O)c1cccs1 (centres undefined)	-28.2%	1.0%	5.7%
CC(=O)c1c(C)n(-c2cccc(Cl)c2)c2ccc(O)cc12	?	.	0.517µM*
O=C(CS(=O)(=O)c1cccc2nsnc12)N1CCN(c2ccc(F)cc2)CC1	-28.5%	2.2%	?
Cc1cc(C)n(-c2ccc3nnc(C)n3n2)n1	-2.1%	-1.4%	1.0%
COc1ccc(S(=O)(=O)N(C)C[C@@H]2Oc3ccc(NS(C)(=O)=O)cc3C(=O)N([C@@H](C)CO)C[C@H]2C)cc1	0.6%	-11.4%	0.6%
CCC(=O)c1ccc(OC(=O)C2CCN(C3=NS(=O)(=O)c4ccccc43)CC2)cc1	0.8%	-0.1%	-0.2%
Clc1ccc(C2=NOC(c3nnc(-c4ccccc4)o3)C2)cc1 (centres undefined)	-5.8%	1.2%	2.4%
O=C(Nc1ccc2nc(-c3ccco3)c(-c3ccco3)nc2c1)N1CCN(c2ccccn2)CC1	13µM*	0.0%	11.6µM*
Cc1coc2c(C)c3oc(=O)c(CCC(=O)NCc4ccccn4)c(C)c3cc12	?	.	?
Cc1oc(-c2ccccc2)cc1C(=O)Nc1cccc2ccccc12	-25.5%	-5.7%	-18.3%
CCOC(=O)CCc1c(C)c2ccc(OC3CCCCC3=O)c(C)c2oc1=O (centres undefined)	?	.	?
CSC1=N/C(=C\c2c(F)cccc2Cl)C(=O)S1	-23.8%	0.0%	?
O=C(/C=C1\NC2(CCCC2)Cc2ccccc21)C(=O)N/N=C/c1ccc(O)c(O)c1	5.8µM*	-2.7%	4.61µM*
CC(C)(C)NS(=O)(=O)c1ccc(C(=O)Nc2ccc3c(c2)OCO3)cc1	-2.5%	6.8%	-19.9%
C/C(=N\NC(=O)COc1ccc([N+](=O)[O-])cc1)c1ccco1	-3.7%	0.3%	-15.6%
Cc1[nH]c2ccccc2c1/C=C/c1cc[n+](C)cc1	0.651µM*	2.9%	0.92µM*
CCOC(=O)n1cnc2nc(N)nc(SC)c21	-3.3%	.	-15.0%
COc1ccc(NC(=O)CSc2nnc(CNc3ccc(C)cc3)n2C)cc1	-0.1%	-2.5%	-16.1%
CCOc1cc2sc(N3CCC(C(=O)Nc4cc(C)cc(C)c4)CC3)nc2cc1Br	20.6µM*	-2.0%	-54.1%
CC(C)CCn1c(SCC(=O)Nc2ccccc2C(F)(F)F)nc2nccnc2c1=O	?	2.6%	-29.1%
CCc1ccc(-c2nn(Cc3ccccc3)cc2C(=O)NCC2CCCO2)cc1 (centres undefined)	?	-3.7%[56.1 µM]	-2.6%
O=c1[nH]snc1-c1c(Cl)cccc1Cl	6.2%	.	2.2%
CSc1nc2ccc(NS(=O)(=O)c3ccc4c(c3)OCCO4)cc2s1	?	1.9%	23.1µM*
Cc1cccc(N2CCN(C(=O)Cc3ccc(-n4c(=O)[nH]c5ccsc5c4=O)cc3)CC2)c1C	-19.3%	5.3%	?
O=C(Nc1ccc(F)cc1)C(c1ccccc1)N1CCN(CC(=O)N2CCCC2)CC1 (centres undefined)	-8.5%	-0.3%	8.7%

Two consecutive entries already listed:
SMILES	DT40 TDP1 CPT	TDP1 block	DT40 TDP1 no CPT
CC(C)(C)NS(=O)(=O)c1ccc(C(=O)Nc2ccc3c(c2)OCO3)cc1	-2.5%	6.8%	-19.9%
C/C(=N\NC(=O)COc1ccc([N+](=O)[O-])cc1)c1ccco1	-3.7%	0.3%	-15.6%

Other compounds
SMILES	DT40 TDP1 CPT	TDP1 block	DT40 TDP1 no CPT
COc1cccc(Nc2ncc3nc(CCc4ccccc4)c(=O)n(CCC#N)c3n2)c1	4.0%	.	-12.9%
Cc1ccc(NCCC#N)cc1C	1.3%	0.0%	-20.9%
S=c1nc(-c2ccccc2)n(CCCn2ccnc2)c2c1CCCC2	-10.9%	6.5%	2.2%
CC(C)CN(C(=O)Cn1c(=O)cnc2ccccc21)C1CCS(=O)(=O)C1 (centres undefined)	0.3%	.	-2.0%
C[C@@H]1CN(Cc2ccc3c(c2)CN(C(=O)CCc2nc4ccc(F)cc4[nH]2)CCO3)C[C@H](C)O1	2.9%[9.04 µM]	.	-28.6%
Cc1ccccc1C(=O)NCCNC(=O)c1ccco1	18.5%	5.5%	4.9%
O=C(CCc1nc(-c2ccc(Cl)cc2)no1)NCC1CCCO1 (centres undefined)	12.7%	0.0%	-17.7%
O=C(CSc1ncnc2c1oc1ccccc12)Nc1nc2ccccc2s1	?	?	?
COc1ccccc1CNC(=O)C(=O)NCC(c1cccs1)S(=O)(=O)c1ccccc1 (centres undefined)	?	-5.2%	16.4µM*
Nc1c(C(=O)c2ccc(Cl)cc2)sc2nc3c(cc12)CCC3	-13.1%	-2.7%	-28.8%
CC(C)c1ccc(N(C)C(=O)Cc2c(C(=O)O)n(C)c3ccccc23)cc1	-2.4%	.	-5.3%
CCNC(=O)C(Cc1ccccc1)NC(=O)OCc1ccccc1 (centres undefined)	-2.1%	-2.9%	-18.1%
COc1cc(/C=C2/SC(=S)N(CCC(=O)Nc3ccccc3)C2=O)cc(OC)c1OC	?	4.5%	?
Cc1ccc(-c2nnn(CC(=O)Nc3cccc4c3CCCC4)n2)o1	-4.8%	1.0%	-0.4%
Cc1ccc(-n2c(Cc3cccn3C)nnc2SCC(=O)NC2CCCCC2)cc1	?	5.9%	?
COc1cc(CCC(=O)OCC(=O)Nc2ccccc2F)cc(OC)c1OC	-9.3%	13.6%	-15.9%
Cc1cc(S(=O)(=O)N2CCOCC2)ccc1OCC(=O)Nc1cccc(C(F)(F)F)c1	-10.3%	-2.7%	-9.3%
CC(Oc1cc2oc(=O)c3c(c2cc1Cl)CCCC3)C(=O)NCC1CCC(C(=O)O)CC1 (centres undefined)	-2.2%	4.5%	12.7%
COc1ccc(CCNS(=O)(=O)c2c(C)nc3scc(C)n3c2=O)cc1OC	4.0%	7.9%	1.6%
O=C(NCc1ccccn1)c1cc(-c2ccc(Cl)cc2)oc1C(F)(F)F	?	2.6%	?
C=C(C)CSc1nc2sc3c(c2c(=O)n1Cc1ccccc1)CC(C)(CC)OC3 (centres undefined)	?	0.4%[12.3 µM]	11.6µM*
COc1cccc(/C=C/c2nc3ccccc3nc2/C=C/c2cccc(OC)c2OC)c1OC	8.91µM*	.	2.82µM*
COc1ccc(N2CCN(C(C)C(=O)N3CC(C)OC(C)C3)CC2)cc1 (centres undefined)	3.5%	-13.5%	-18.6%
CCOc1ccccc1CNn1cnnc1SCC(=O)NC(C)(C)C	2.8%	.	-1.6%

One compound at a time (already shown). Order of values: DT40 TDP1 CPT	TDP1 block	DT40 TDP1 no CPT
Cc1ccc(-n2c(Cc3cccn3C)nnc2SCC(=O)NC2CCCCC2)cc1 as listed: ?	5.9%	?
COc1cc(CCC(=O)OCC(=O)Nc2ccccc2F)cc(OC)c1OC as listed: -9.3%	13.6%	-15.9%
Cc1ccc(-c2nnn(CC(=O)Nc3cccc4c3CCCC4)n2)o1 as listed: -4.8%	1.0%	-0.4%
COc1cccc(/C=C/c2nc3ccccc3nc2/C=C/c2cccc(OC)c2OC)c1OC as listed: 8.91µM*	.	2.82µM*
COc1ccc(CCNS(=O)(=O)c2c(C)nc3scc(C)n3c2=O)cc1OC as listed: 4.0%	7.9%	1.6%

The list continues:
SMILES	DT40 TDP1 CPT	TDP1 block	DT40 TDP1 no CPT
COc1cccc(N(C(=O)c2cccs2)c2nc3ccccc3s2)c1	-0.6%	0.0%	-17.8%
COC(=O)c1sccc1NC(=O)c1cccs1	7.9%	1.2%	-17.2%
CC1CCN(S(=O)(=O)c2ccc([N+](=O)[O-])cc2)CC1	11.0%	.	0.3%
O=C(O)c1ccc([N+](=O)[O-])cc1-c1cc([N+](=O)[O-])ccc1C(=O)O	5.0%	.	-24.1%
COC(=O)Nc1ccc(S(=O)(=O)N2CCCC(C(=O)NC3CCCCC3)C2)cc1 (centres undefined)	3.1%	0.0%	?
Cc1ccc2c(CC(=O)NC3CCCc4ccccc43)coc2c1 (centres undefined)	-28.7%	3.0%	?
CN(C1CCCCC1)S(=O)(=O)c1ccc(Cl)c(C(=O)O)c1	-21.8%	4.2%	-14.9%
Cc1ccc(S(=O)(=O)NC2CC(C)(C)N(O)C(C)(C)C2)cc1	?	2.9%	20.6µM*
C[C@@H]1CN(C2CCN(Cc3nc(CC4CC4)no3)CC2)C[C@H](C)O1	1.6%	2.8%	-1.5%
CCc1c(C)sc2c1CCN(C(=O)Nc1ccccc1C(F)(F)F)C2c1ccccc1 (centres undefined)	?	1.2%	7.31µM*
COc1cc(NC(=O)CCCSc2nc(-c3ccco3)cc(C(F)(F)F)n2)cc(OC)c1OC	?	1.1%&-2.5%	?
CCn1c(COc2ccc3c(c2)OCO3)nnc1SCC(=O)O	2.8%	5.5%	-10.9%
N=C1C(c2ccccc2)=C(O)CN1c1ccccc1N1CCOCC1	-13.0%	3.9%	-4.2%
C=C1C(=O)O[C@@H]2[C@H]1[C@@H](OC(=O)/C(C)=C/C)C/C(C)=C\C(=O)/C=C(\C)[C@@H]2O	1.46µM*	-1.2%	2.06µM*
Cc1cc(C)n(-c2nc3c(c(=O)[nH]c(=O)n3C)n2CC(O)COc2ccccc2)n1 (centres undefined)	-29.9%	5.1%	?
Cc1ccc(S(=O)(=O)N(C)C)cc1NC(=S)NC(C)CCCC(C)C (centres undefined)	25.9µM*	1.9%	?
O=C(c1cc(-c2ccccc2)nn1-c1ccccc1)N1CCN(S(=O)(=O)c2c(F)cccc2F)CC1	13µM*	1.6%	?
COCC(CN1CCN(C2=NS(=O)(=O)c3ccccc32)CC1)OC(=O)c1ccccc1 (centres undefined)	2.6%	.	-15.6%
CSc1nc2[nH]c3c(c2c2nnnn12)CCCC3	?	6.6%	?
O=C(NNS(=O)(=O)c1ccccc1)C1CCCCC1	12.8%	.	-5.8%
C=C1CCC(OC(C)=O)C2(C)CCC3C(C)C(=O)OC3C12O (centres undefined)	0.3%	.	0.1%
